TROY signal inh: inhibitors of TROY-driven NF-kB signaling, primary screen, Q293 LMP1-TROYcd cells, NF-kB luciferase, uHTS. Q293 LMP1-TROYcd NF-kB luciferase reporter, 4 h. inhibition, % at 10 µM. 0.98% of 360,000 active. AID 1347056, 2019;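 active = compounds whose plate-normalised and pattern-corrected inhibition of the luciferase reporter signal at the single screening dose is 50% or more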
NR2E3 ag-1: inhibitors of NR2E3-RetCOR corepressor binding, primary screen, NR2E3 agonist project, biochemical, TR-FRET, GST-NR2E3, biotin-RetCOR. Photoreceptor-specific nuclear receptor (Homo sapiens), Q9Y5X4. 1536-well. inhibition of corepressor binding, % at 4.78 µM. 0.12% of 320,000 active. AID 2300, 2010;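 active = percent inhibition above the cutoff of mean plus 3 SD of all tested compounds, set per screening campaign, cut at about 20% in these data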;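 note: 0% = DMSO wells and 100% = biotin wells as full block of FRET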
Target sequence (Q9Y5X4 whole entry, looked up): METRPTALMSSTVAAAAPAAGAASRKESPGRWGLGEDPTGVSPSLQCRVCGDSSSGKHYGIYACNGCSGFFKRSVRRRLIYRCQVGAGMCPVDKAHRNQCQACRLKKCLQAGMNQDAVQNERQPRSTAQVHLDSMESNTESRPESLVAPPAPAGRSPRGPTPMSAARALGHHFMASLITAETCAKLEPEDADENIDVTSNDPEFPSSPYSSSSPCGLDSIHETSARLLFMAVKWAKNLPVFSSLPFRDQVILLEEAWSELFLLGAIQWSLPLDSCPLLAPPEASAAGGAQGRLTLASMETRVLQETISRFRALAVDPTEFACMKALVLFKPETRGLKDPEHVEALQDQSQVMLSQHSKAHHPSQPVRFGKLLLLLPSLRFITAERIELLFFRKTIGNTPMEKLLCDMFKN
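System: GST-NR2E3 and biotin-RetCOR proteins; probe or stimulus: 7 nM biotin-RetCOR; doses: compound at 4.8 µM, single dose; schedule: Compound–protein incubation for 5 h at 4 °C; detection: time-resolved FRET; read-out: percent inhibition; controls: biotin wells as high control, 0.6% DMSO wells as low control; format: 1536-well plates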
C8 TRAIL sens: viability loss with TRAIL in NB7+C8 cells, primary screen, TRAIL sensitizer project, cell-based, ATPlite luminescence | 1% of 360,000 active | inhibition (viability loss, TRAIL sensitization), % at 10 µM;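 active = compounds causing at least 50% loss of cell viability in the single-dose screen, relative to plate controls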
HIF-2a block: HIF-2a reporter inhibitors, primary screen, luminescence, 786-0 RCC cells; 786-0 RCC cells HIF-2a reporter, luciferase luminescence, overnight; inhibition, % at 18.8 µM; 0.72% of 360,000 active; AID 624352, 2012;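 active = inhibition of the luminescence signal of 40% or more relative to plate controls, in a single-dose primary screen at 18.75 µM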
CF NFkB block: inhibitors of PAF-induced NF-kB signaling, primary screen, cell-based, GFP fluorescence, uHTS | inhibition, % at 5 µM | 0.86% of 360,000 active | KKLEB NF-kB-GFP reporter, GFP fluorescence overnight | AID 588850, 2011;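 active = at least 50% inhibition at 5 µM, scaled per plate between neutral and stimulator controls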;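 note: PAF is a Pseudomonas aeruginosa culture filtrate used as stimulus; plate controls were PAF-stimulated DMSO wells for no effect and unstimulated DMSO wells for full effect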
TWEAK Fn14 block: inhibitors of TWEAK-Fn14 signaling, primary screen, luciferase reporter cells, uHTS; TWEAK-stimulated Fn14 reporter cells, luciferase luminescence, 8 h; 2% of 360,000 active; inhibition, % at 10 µM; in the data active = inhibition above about 50%
Peg3 prom inh: Peg3 promoter-driven luciferase inhibitors, primary screen, cell-based, HeLa, luciferase luminescence; HeLa PEG-Prom luciferase reporter, overnight; inhibition, % at 20 µM; 1.7% of 360,000 active; AID 588405, 2011;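 active = inhibition of at least 50% at 20 µM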
TRPM1 prom inh: inhibitors of MITF-dependent TRPM1 promoter reporter, primary screen, cell-based, SK-MEL-5, single point, luciferase. SK-MEL-5 TRPM1 promoter luciferase, 24 h. inhibition, % at 12.5 µM. 0.83% of 330,000 active. AID 488899, 2010;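 active = mean inhibition across replicates of 60% or more, whatever share of single replicates reaches that level; inconclusive = some that reach 60%, reason not given; inactive = mean inhibition across replicates below 60%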; note: values of inactives mirror those of a sister screen read the other way
Shn3 3UTR inh: reduction of Shn3 3'UTR firefly luciferase signal, primary screen, Schnurri-3 inhibitor project, cell-based, Clone20 osteoblasts, set 2. Clone20 osteoblast Shn3 3'UTR firefly luciferase, 24 h. inhibition, % at 12.5 µM. 0.52% of 360,000 active;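 active = mean inhibition of at least 75% with every replicate also reaching 75%; inconclusive = mean inhibition at least 75% but some replicate below; inactive = mean inhibition below 75%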;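 note: 0% = median of neutral control wells and 100% = pilot-screen positive control compound; some compounds past the cut are filed as inactive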
KKLEB tox: cytotoxicity in KKLEB CF airway cells, primary screen, cytotoxicity control for CF NF-kB inhibitor project, cell-based, uHTS, fluorescence assay plates. activity change (cytotoxicity), % at 5 µM. KKLEB CF airway cells viability, ATPlite luminescence, overnight; stronger effect = lower value; cells stimulated with P. aeruginosa culture filtrate. 0.36% of 360,000 active;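 active = corrected activity change at or below -50% at 5 µM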
NR2E3 ag-2: NR2E3 agonists in two-hybrid cells, primary screen, cell-based, luminescence, CHO-S, Gal4-NCOR/VP16-NR2E3 | inhibition of corepressor binding, % at 3.98 µM | 0.35% of 360,000 active | AID 602229, 2012 | luciferase;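 active = inhibition above the mean of all tested compounds plus 3 SD, cut at about 70% in these data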;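 note: 0% = DMSO with NR2E3 transfected cells and 100% = cells lacking NR2E3 construct; higher means lower luciferase signal from less NR2E3 corepressor binding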
Starred values were filed as active, the others as inactive; u = inconclusive; x = no result given. Not all compounds are listed, so the mix of outcomes need not match the whole.

SMILES	TROY signal inh	NR2E3 ag-1	C8 TRAIL sens	HIF-2a block	CF NFkB block	TWEAK Fn14 block	Peg3 prom inh	TRPM1 prom inh	Shn3 3UTR inh	KKLEB tox	NR2E3 ag-2
O=C(NCC(=O)N(c1ccc(Cl)cc1)C(C(=O)NC1CCCC1)c1ccncc1)c1ccco1 (stereo not given)	2	0	1	-4	8	7	0	28	-15	-2	10
CN(C)S(=O)(=O)c1ccc(Cl)c(C(=O)Nc2cccc3ncccc23)c1	-3	5	-1	17	17	15	22	1	-7	-7	-59
Cc1ccc(C(O)c2ncc(-c3ccc(Cl)cc3)[nH]2)cc1 (stereo not given)	-20	x	-12	-105	16	-32	-92	x	-10	-4	-25
CC(C)CCOCC(=O)Nc1cccc(C(=O)O)c1	-97	2	3	-31	18	-23	-174	7	-78	-7	-111
CC(=O)c1ccc(OCC(=O)OC(C)C(=O)NC2CCCCC2)cc1 (stereo not given)	-15	0	-9	3	-14	2	11	1	-2	-2	13
CC(=O)OCC(=O)N1CCN(c2ccc([N+](=O)[O-])cc2)CC1	12	-3	2	11	17	-6	-5	-5	14	4	-33
COc1ccc(-c2n[nH]c(C(F)(F)F)c2-c2cc3ccccc3o2)c(O)c1	44	3	8	-25	8	41	38	7	5	-20	1
COCCN(CCOC)C(=O)C12CCC(C)(C(=O)C1)C2(C)C (stereo not given)	4	-2	-18	8	3	-5	9	8	18	-10	-11
CC(C)(C)OC(=O)N[C@@H](CCCCNC(=O)OCc1ccccc1)c1nnc([C@H](CCCCNC(=O)OCc2ccccc2)NC(=O)OC(C)(C)C)o1	8	4	4	10	-12	3	11	10	15	2	-30
Cc1ccc(S(=O)(=O)NC(CC(C)C)C(=O)NCC(C)(C)N2CCOCC2)cc1 (stereo not given)	4	2	-5	6	-13	3	3	3	-1	1	-7
Cc1ccccc1CSc1nc2c(c(=O)[nH]1)CCC2	-17	2	5	11	-31	14	1	3	0	2	-1
O=C(COC(=O)C1CC2CCCC(C1)C2=O)Nc1ccc(Cl)cn1 (stereo not given)	-10	1	-6	6	9	24	-6	9	-10	-1	-20
COc1ccc(N2CCN(Cc3cc(=O)oc4ccc(Cl)cc34)CC2)cc1	-9	-1	-13	14	27	2	23	13	-6	-17	0
c1ccc(SCc2nc(-c3ccncc3)n[nH]2)nc1	-29	-1	20	-50	6	16	-23	-5	5	-10	-4
CCCCN(C)c1c(C)nc2ccc(C(=O)N3CCN(C(C)=O)CC3)cn12	2	x	-3	-2	-24	2	-8	x	-8	4	6
Clc1ccc(-n2ncc3c(N4CCCC4)ncnc32)cc1	80*	-2	55*	-37	-21	100*	10	10	66	-42	0
O=C(COC(=O)Cc1c(Cl)cccc1Cl)Nc1ccccc1-c1ccccc1	6	1	1	22	20	-4	11	-5	-4	-16	7
CN1CCN(CCCNC(=O)c2ccc(CS(=O)(=O)c3ccc(Br)cc3)o2)CC1	-14	2	-12	0	-12	-18	0	5	-4	1	-19
COc1ccc(C)cc1NC(=O)CCc1c(C)nn(-c2ccc(N3CCCCC3)nn2)c1C	-22	7	1	-187	4	11	-46	-39	-74	-6	-19
COc1cccc(NC(=S)N2CCn3cccc3C2c2cccnc2)c1 (stereo not given)	-44	0	2	-125	12	-17	-7	4	-5	-2	-13
O=C(CCn1c(=O)oc2ccccc21)Nc1cccc(Cl)c1	-7	1	-1	-12	-16	1	4	x	3	8	-10
COCCNC(=O)c1cc(-c2ccncc2)nc2ccc(S(=O)(=O)N3CCOCC3)cc12	64*	2	-1	10	6	8	12	7	7	-8	5
CCc1noc(C)c1C(=O)OC(C)C(=O)c1c(C)[nH]c2ccccc12 (stereo not given)	5	-4	28	-2	12	5	31	16	1	-15	34
O=C1OCc2nc3cc4c(cc3c(-c3ccc(F)cc3)c21)OCO4	0	0	-3	16	-24	9	6	-1	1	1	-11
O=C(COC(=O)CCc1c[nH]c2ccccc12)NCCc1ccccc1	3	-5	3	6	9	3	2	2	5	11	-15
Cc1cc(F)ccc1NC(=O)Cn1c(C)csc1=O	9	0	-9	6	-5	-8	8	7	9	7	-5
O=C(NCc1ccc2c(c1)OCO2)c1cc(COc2c(F)cccc2F)on1	-27	1	-28	-92	-22	-25	-98	-13	-16	-14	-3
O=C(NC(NC(=S)N1CCOCC1)C(Cl)(Cl)Cl)c1cccc2ccccc12 (stereo not given)	0	-1	8	3	6	-9	12	-2	-8	4	4
CCOC(=O)c1ccc(/C=C2\c3ccccc3C(=O)N2c2ccccc2)cc1F	-19	x	5	-60	20	-16	-79	1	-6	2	13
COC(=O)CSc1ncnc2scc(-c3ccccc3)c12	10	-3	-3	17	35	8	14	10	10	-24	10

One compound at a time, as listed above. Screens in order: TROY signal inh	NR2E3 ag-1	C8 TRAIL sens	HIF-2a block	CF NFkB block	TWEAK Fn14 block	Peg3 prom inh	TRPM1 prom inh	Shn3 3UTR inh	KKLEB tox	NR2E3 ag-2
O=C(CCn1c(=O)oc2ccccc21)Nc1cccc(Cl)c1 is listed with -7	1	-1	-12	-16	1	4	x	3	8	-10
COc1ccc(N2CCN(Cc3cc(=O)oc4ccc(Cl)cc34)CC2)cc1 is listed with -9	-1	-13	14	27	2	23	13	-6	-17	0
CCCCN(C)c1c(C)nc2ccc(C(=O)N3CCN(C(C)=O)CC3)cn12 is listed with 2	x	-3	-2	-24	2	-8	x	-8	4	6

Continued.
SMILES	TROY signal inh	NR2E3 ag-1	C8 TRAIL sens	HIF-2a block	CF NFkB block	TWEAK Fn14 block	Peg3 prom inh	TRPM1 prom inh	Shn3 3UTR inh	KKLEB tox	NR2E3 ag-2
CCOC(=O)CNc1nc(OCC#N)nc(N2CCOCC2)n1	-1	0	-10	16	-6	-18	8	-1	-3	6	-4
Cc1[nH]c2ccccc2c1C(=O)CCl	-1	x	-7	19	64*	58*	93*	u	28	-4	-17
COc1ccc(-c2noc(N3CCCC(C(=O)Nc4ccc(C(C)=O)cc4)C3)n2)cc1 (stereo not given)	-11	1	9	-158	9	-5	-183	-45	-19	-18	-53
CCCc1cc(=O)[nH]c(SCC)n1	3	3	-11	3	-21	9	22	5	5	11	12
O=C1C=CC(=O)c2c(O)c(N3CCN(CCO)CC3)c(Cl)c(O)c21	1	x	90*	90*	-23	24	102*	99*	99*	15	-20
CCOc1ccc2ccccc2c1/C=N\NC(=O)c1ccc([N+](=O)[O-])cc1	-14	-1	16	-4	-7	-34	1	-15	-3	-4	-2
COc1ccc2cc(C(C)C(=O)NC3CCC(O)CC3)ccc2c1 (stereo not given)	14	-1	-23	10	0	50	-3	-9	-6	-3	-27
COc1ccc(OC(=O)c2cc3ccccc3o2)cc1	-9	0	8	-8	-5	-14	-9	2	1	9	-12
COC(=O)c1ccc(NCc2cc(O)ccc2O)cc1	4	x	55*	25	-9	89*	6	-6	61	-14	13
CCN(CC)S(=O)(=O)c1ccc(-c2nnc(SCC(=O)N3c4ccccc4CC3C)o2)cc1 (stereo not given)	-7	0	4	-11	-4	-1	19	4	-11	6	-4
O=c1c2c(n3cnnc3n1C1CCCCC1)-c1ccccc1CC21CCCCC1	4	-1	-13	2	25	-9	2	9	15	-24	-7
CCCCNS(=O)(=O)CCNCc1ccc(OC)cc1	-13	x	9	2	11	-22	0	-2	-16	-6	-8
Cc1csc(NC(=O)CSc2nccn2C)n1	-17	0	0	-51	-40	2	-40	-15	7	3	-10
O=C(NC1CC1)c1ccc(NS(=O)(=O)c2ccccc2)cc1	2	0	-4	1	-1	-2	8	0	19	-6	-6
O=C(COC(=O)c1ccc2ccccc2c1)NCc1ccccc1	16	x	-8	14	-18	-22	11	x	-16	10	-28
CCCC1c2ccc(C)n2CCN1C(=O)Nc1ccccc1Cl (stereo not given)	-64	-1	2	-198	-6	-63	-217	-48	-29	6	-57
O=C(O)CCNC1C=CS(=O)(=O)C1 (stereo not given)	10	0	-9	9	5	-12	-3	0	-8	-9	12
O=C(COC(=O)c1cccs1)NCC1CCCO1 (stereo not given)	x	2	1	-14	-18	13	-12	6	-35	9	-4
COc1ccc(NC(=O)C2CCCN(S(=O)(=O)c3c(C)n[nH]c3C)C2)c(OC)c1 (stereo not given)	10	2	9	10	-7	7	12	5	15	5	-1
O=C(NCCc1cccc(Cl)c1)c1cc([N+](=O)[O-])ccc1Cl	-8	-2	-1	-8	-12	10	-22	1	-6	-28	-24
Cc1ccccc1C(=O)N1CC(=O)Nc2ccc(F)cc2C1c1ccccc1 (stereo not given)	7	-2	-23	18	2	-3	12	6	3	4	-12
Cc1cccc(C(=O)Nc2ccc(S(=O)(=O)N3CCOCC3)cc2)c1[N+](=O)[O-]	13	-3	-5	19	-20	16	10	4	-7	3	5
CCOc1ccc(CCNC(=O)CSc2ncn[nH]2)cc1OCC	3	2	-1	7	-12	-3	24	1	14	1	-24
CCC(=O)Oc1ccc2ccccc2c1CNC(=O)c1ccccc1	12	-3	2	-5	-6	13	-11	19	11	0	8
CCOc1ccc(NC(=O)CN(C)C(=O)Cc2ccsc2)cc1OCC	6	0	-15	3	4	5	4	13	12	10	9
O=C(COc1ccccc1Cl)NCCCNC(=O)c1ccncc1	-14	3	2	11	-18	-13	-1	5	-8	13	-22
COC(=O)CCCC1=CC2=C(c3ccccc3)C(=O)C(C)(OC(=O)C3CCCC3)C(=O)C2=CN1Cc1ccco1 (stereo not given)	1	4	-14	13	-10	11	14	-3	-4	5	-15
Clc1ccccc1CNCc1ccncc1	-3	-3	-11	4	0	6	-152	-2	8	-10	-7
CN(CC(=O)NC(=O)Nc1ccccc1F)Cc1ccccc1F	-56	x	4	-263	-21	-18	-209	-27	-37	-10	-56
COCCN(CCOC)C(=O)c1sc2nc(-c3ccccc3)cn2c1C	-14	-1	8	-12	5	-3	-2	-4	1	-7	-36
CCOC(=O)C1(Cc2ccccc2)CCCN(Cc2cnn(CC)c2)C1 (stereo not given)	2	-5	-2	5	7	-5	-13	x	2	-3	-1
Nc1ccc(C(=O)NNC(=O)C2COc3ccccc3O2)cc1[N+](=O)[O-] (stereo not given)	11	3	-27	-5	-2	-20	2	0	0	-1	-1
C=CCn1c(-c2cccc(Cl)c2)n[nH]c1=S	-7	7	-5	17	0	5	-13	-2	5	-9	-3
Cc1ccc(NC(=O)CN(C)C(=O)Cc2c[nH]c3ccccc23)cc1	-4	x	-3	18	3	2	2	x	-12	-6	7

Screening data as filed in PubChem BioAssay.
